Assay outcomes from PubChem.
LEDGF integ inh: blocks HIV-1 LEDGF/p75-dependent DNA integration | TR-FRET IN-LEDGF/p75 DNA integration, Eu/Cy5 | inhibition, % at 3.7 µM | 370,000 tested, 0.64% active;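 active means inhibition above the screen-wide mean plus 3 SD, cut at about 13% in these data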;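 further: signal is the Cy5 over europium emission ratio at 671 and 618 nm; 0% = plate median of compound wells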
ABHD4 inh: ABHD4 (mouse) inhibition, primary FP screen. Q8VD66. purified mABHD4, FP-Rh probe fluorescence polarization. inhibition, % at 8.92 µM. 370,000 tested, 0.54% active. AID 720543;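 active means inhibition exceeding the mean over every tested compound plus 3 SD, cut at about 30% in these data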;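 further: 0% = plate median of compound wells and 100% = S159A mutant with DMSO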
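Material: mouse ABHD4 enzyme, wild type; Benchmarks: S159A mutant high control, sample median low control; Buffer or medium: HEPES pH 7.0, NaCl, Pluronic buffer; Signal: fluorescence polarization; Read-out: percent inhibition of probe binding, normalized to plate controls; Timing: pre-incubation 45 min, probe exposure 60 min, at 25 °C; Dosing: 8.92 µM, single dose.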
rCAG binder: r(CAG) repeat RNA binding | TO-PRO-1 dye displacement fluorescence | 370,000 tested, 1.3% active | inhibition, % at 3 µM | AID 651821;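 active means inhibition above the plate cutoff, the mean of all test compounds on that plate plus 3 SD, cut at about 35% in these data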;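 further: 0% = DMSO alone and 100% = 100 µM mitoxantrone as full dye displacement; higher means more dye released from RNA so lower well fluorescence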
SIAE primary: human SIAE inhibition, primary screen | Q9HAT2 | SIAE FP-Rh probe binding, fluorescence polarization | inhibition, % at 9.66 µM | 370,000 tested, 0.69% active | AID 1053197;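 active means inhibition above a cutoff: mean of compounds within the control limits plus 3 SD of those, cut at about 17% in these data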;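 further: 0% = plate median of compound wells and 100% = probe without SIAE protein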
Target sequence (Q9HAT2 whole entry, looked up): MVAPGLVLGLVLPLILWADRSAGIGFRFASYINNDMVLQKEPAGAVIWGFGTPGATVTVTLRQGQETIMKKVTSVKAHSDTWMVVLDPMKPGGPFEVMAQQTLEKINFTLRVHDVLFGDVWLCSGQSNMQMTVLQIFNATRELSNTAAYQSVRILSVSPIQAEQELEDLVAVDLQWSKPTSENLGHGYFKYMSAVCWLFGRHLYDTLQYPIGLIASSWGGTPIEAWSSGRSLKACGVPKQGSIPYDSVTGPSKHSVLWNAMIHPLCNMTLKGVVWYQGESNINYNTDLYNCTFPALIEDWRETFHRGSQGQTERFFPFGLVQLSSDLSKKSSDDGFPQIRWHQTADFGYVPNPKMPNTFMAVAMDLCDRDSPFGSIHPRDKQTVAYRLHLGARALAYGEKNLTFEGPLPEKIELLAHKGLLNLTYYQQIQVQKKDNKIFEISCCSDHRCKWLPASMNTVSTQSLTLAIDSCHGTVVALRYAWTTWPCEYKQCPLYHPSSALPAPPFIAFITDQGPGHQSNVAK
PG9 binder: small molecules binding HIV-1 gp120 antibody PG9 | TR-FRET gp120-PG9 antibody binding | inhibition, % at 6.7 µM | 360,000 tested, 0.43% active; in the data active means inhibition above about 8.5%
NR1D1 modulator: modulators of human Rev-erb alpha DNA binding. P20393. Rev-erbα–FITC-DNA binding, fluorescence polarization, 90 min. activity, % at 10 µM. 370,000 tested, 0.79% active;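 active means activity above about 14%, limit read from the data; passing the limit was not always enough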;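 further: 0% = DMSO wells with 35 nM protein and 100% = DMSO wells with 750 nM protein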
Target sequence (P20393 whole entry, looked up): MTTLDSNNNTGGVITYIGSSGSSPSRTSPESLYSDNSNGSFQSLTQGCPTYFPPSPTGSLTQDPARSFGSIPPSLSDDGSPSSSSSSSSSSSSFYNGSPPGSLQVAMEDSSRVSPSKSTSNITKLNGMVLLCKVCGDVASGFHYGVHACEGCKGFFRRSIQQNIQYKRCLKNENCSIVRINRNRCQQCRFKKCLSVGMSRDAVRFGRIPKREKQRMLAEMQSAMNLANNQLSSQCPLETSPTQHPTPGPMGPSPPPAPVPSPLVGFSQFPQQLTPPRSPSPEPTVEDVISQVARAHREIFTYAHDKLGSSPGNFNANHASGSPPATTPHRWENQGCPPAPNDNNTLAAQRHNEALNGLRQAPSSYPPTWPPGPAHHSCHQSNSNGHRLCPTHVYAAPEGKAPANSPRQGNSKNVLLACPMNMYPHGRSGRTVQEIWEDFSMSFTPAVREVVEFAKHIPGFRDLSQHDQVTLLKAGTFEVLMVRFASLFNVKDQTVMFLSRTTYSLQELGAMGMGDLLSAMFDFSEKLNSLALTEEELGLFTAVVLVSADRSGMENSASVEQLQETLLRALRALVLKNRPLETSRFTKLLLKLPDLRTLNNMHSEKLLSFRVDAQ
HTRA1 inh: blocks human HTRA1 serine peptidase; 340,000 tested, 0.5% active; Q92743; inhibition, % at 5.96 µM; recombinant HTRA1, FP-rhodamine activity-based probe, fluorescence polarization; AID 504803; in the data active means inhibition above about 36%;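 further: 0% = enzyme with DMSO and 100% = wells lacking enzyme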
PRMT1 FP inh: blocks human protein arginine methyltransferase 1; Q99873; recombinant PRMT1, activity-based probe fluorescence polarization; inhibition, % at 2.79 µM; 370,000 tested, 1.3% active;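 active means inhibition above about 21% made by adding two undisclosed values, limit read from the data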
TDP2 inh: blocks human TDP2 phosphodiesterase activity; recombinant TDP2, T5PNP hydrolysis, p-nitrophenol absorbance 415 nm; O95551; inhibition, % at 12.8 µM; 370,000 tested, 0.34% active; AID 720702;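 active means inhibition above the mean of all tested compounds plus 3 SD, set per campaign, cut at about 25% in these data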;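 further: 0% = DMSO with enzyme and 100% = buffer with substrate but no TDP2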
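System – recombinant human TDP2 · Amount – 120 nM TDP2 per well · Buffer or medium – Mg2+-containing Tris-HCl buffer, pH 7.5 · Reagent – T5PNP substrate, 5 mM · Dosing – 12.8 µM single point, 1% DMSO · Incubation – 2 h at 37 °C · Measured by – epi absorbance · Read-out basis – percent inhibition · Benchmarks – high control without enzyme, low control DMSO plus TDP2 · Repeats – singlicate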
TCR CD3 inh: inhibitors of human TCR-CD3 interaction; TAMRA-labeled TCR probe fluorescence, biochemical; inhibition, % at 9.4 µM; 360,000 tested, 0.37% active; AID 651800; in the data active means inhibition above about 19%;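 further: recombinant mutant TCR 2C K166C tagged with TAMRA read by polarization; 0% = receptor in buffer alone and 100% = receptor with positive control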
An asterisk follows results filed as active; . = not tested or not shown.

Order of results: LEDGF integ inh	ABHD4 inh	rCAG binder	SIAE primary	PG9 binder	NR1D1 modulator	HTRA1 inh	PRMT1 FP inh	TDP2 inh	TCR CD3 inh
Cc1cccc(C(=O)OC(C)C(=O)NCC2CCCCC2)c1O (configuration not stated)
 : -2	5	1	3	0.2	2	7	-2	6	-3
COc1cccc(CNC(=O)CCCc2nnc3n(C)c(=O)c4sccc4n23)c1
 : 0	-4	0	-4	-2.1	0	2	0	1	3
Cc1cccc(N2CCN(C(=S)Nc3ccc4nc(N5CCOCC5)cc(C)c4c3)CC2C)c1 (configuration not stated)
 : -4	-4	8	1	-1.4	0	7	6	-13	-3
CCOc1ccc2[nH]c(=O)c(CN(Cc3nnnn3Cc3ccccc3)CC3CCCO3)cc2c1 (configuration not stated)
 : 2	4	-2	12	-1.9	-4	-3	4	-2	-1
CC1CN(S(=O)(=O)c2cccs2)CC(C)O1 (configuration not stated)
 : 3	0	1	3	-0.6	0	-3	-6	1	-6
COC(=O)C1=C(C)N(Cc2ccccc2C(F)(F)F)C(=NCc2cc(OC)c(OC)c(OC)c2)NC1c1ccc(Cl)cc1 (configuration not stated)
 : -1	-4	2	5	0.1	9	.	-2	-7	-6
CCN(CC)C(=O)CC(c1ccc(F)cc1)c1ccc(OC)cc1 (configuration not stated)
 : -1	2	-12	-2	-1.1	3	-7	0	-5	3
Cc1cc(-c2ccco2)n(CC(=O)NCc2ccccc2)n1
 : -4	5	2	7	-0.7	-3	2	6	2	0
NC(=O)CC(NC(=O)Cc1ccc(Br)cc1)c1ccc(NCc2ccc(F)c(F)c2)c([N+](=O)[O-])c1 (configuration not stated)
 : 0	8	6	-11	-0.6	-1	2	0	3	2
Cc1ccc(Cl)cc1NC(=O)CN1C(=O)NC(C)(C2CC2)C1=O (configuration not stated)
 : 1	-9	0	-11	-1.3	0	0	-1	-15	1
CCc1nc2ccc(C(=O)NCCCN(C)C)cn2c1N(C)CCCc1ccccc1
 : 1	2	3	2	-0.8	13	.	2	-6	0
O=C(NCc1cccc(C(F)(F)F)c1)C1CCCN(c2cnccn2)C1 (configuration not stated)
 : 3	-5	-3	-6	-0.1	5	-9	-2	22	0
CCN(CCS(=O)(=O)c1ccc(Cl)cc1)C(=O)Nc1ccc(Cl)cc1
 : -1	4	-3	1	1.7	4	-2	-1	7	-5
Cn1cccc1/C=C1\CCc2ccccc2C1=O
 : 2	7	-2	10	-2.5	-4	2	8	-5	-7
CC1CCN(S(=O)(=O)c2ccc(C(=O)OCc3ccc4c(c3)OCO4)cc2)CC1
 : -1	3	1	-1	2.0	-7	-4	0	-2	-2
COc1cc(NS(=O)(=O)c2ccc(NC(=O)COc3ccc(C)cc3)cc2)nc(OC)n1
 : -1	-7	38*	-7	-0.8	0	-6	5	11	0
O=C(O)c1ccccc1C1=Nc2ccc(O)cc2Oc2cc(O)ccc21
 : 4	30*	-141	13	-1.2	0	17	47*	8	34*
CC(C)c1ccc(/C=C/C(=O)NCCCc2ccccc2)cc1
 : 76*	-5	0	0	-3.6	-1	-35	-3	-16	6
O=C1CC(c2cccc(Cl)c2)c2cc3c(cc2N1)CCC3 (configuration not stated)
 : -2	-8	-4	-3	-0.5	.	-41	-3	-2	11
COC(=O)[C@]12CCCCC=C1N(CCc1ccc(OC)c(OC)c1)C(=O)[C@H](CC(=O)N1CCSCC1)C2
 : -2	10	2	5	-1.7	-5	.	4	-3	1

Four entries from above, ordered by formula weight, largest number first.
Order of results: LEDGF integ inh	ABHD4 inh	rCAG binder	SIAE primary	PG9 binder	NR1D1 modulator	HTRA1 inh	PRMT1 FP inh	TDP2 inh	TCR CD3 inh
COC(=O)[C@]12CCCCC=C1N(CCc1ccc(OC)c(OC)c1)C(=O)[C@H](CC(=O)N1CCSCC1)C2
 : -2	10	2	5	-1.7	-5	.	4	-3	1
COc1cc(NS(=O)(=O)c2ccc(NC(=O)COc3ccc(C)cc3)cc2)nc(OC)n1
 : -1	-7	38*	-7	-0.8	0	-6	5	11	0
CCc1nc2ccc(C(=O)NCCCN(C)C)cn2c1N(C)CCCc1ccccc1
 : 1	2	3	2	-0.8	13	.	2	-6	0
Cn1cccc1/C=C1\CCc2ccccc2C1=O
 : 2	7	-2	10	-2.5	-4	2	8	-5	-7

(list continues)
Order of results: LEDGF integ inh	ABHD4 inh	rCAG binder	SIAE primary	PG9 binder	NR1D1 modulator	HTRA1 inh	PRMT1 FP inh	TDP2 inh	TCR CD3 inh
CCOC(=O)c1[nH]c2ccc(OC)cc2c1NC(C)=O
 : 1	3	-1	6	-1.4	0	4	-2	7	-2
COc1cc(OC)c(C(=O)O/N=C(\N)c2ccccc2)cc1OC
 : 4	-8	-4	5	4.4	2	-49	-2	-7	-7
CN1C(=O)c2cccc(N(C)C)c2C1=O
 : -3	5	-4	-2	-1.4	-1	2	2	3	-5
COc1cc(CN2CCN(CCOCCO)CC2)cc(OC)c1OC
 : 1	0	1	3	-0.3	1	1	0	-2	3
CCCc1c(C(=O)N/N=C(/C)c2ccncc2)nnn1-c1nonc1N
 : -2	0	9	-2	2.2	0	8	7	-22	-3
CC(C(=O)c1ccc(Br)cc1)[n+]1cccc2ccccc21 (configuration not stated)
 : 2	-10	-15	-3	-0.5	-3	-21	3	4	7
CC(=O)c1ccc(C(=O)N2CCCC(CO)(Cc3ccccc3C)C2)s1 (configuration not stated)
 : 1	6	-6	-1	-0.6	-2	-3	4	12	6
CCCCNC(=O)[C@@](CC)(ONc1ccccc1C(F)(F)F)c1cccc2ccccc12
 : 0	-7	2	11	1.4	-1	-9	0	1	1
Cc1cc(NC(=O)CSc2nnc(CNc3cccc(C(F)(F)F)c3)n2Cc2ccco2)no1
 : -2	-2	-7	6	1.1	2	-13	0	-6	2
Cc1ccc(C)c(NC(=O)C2CC(O)CN2C(=O)Oc2ccccc2)c1 (configuration not stated)
 : -2	3	-1	0	-0.1	0	-3	5	-6	1
Cc1c(C)n(C)c2ccc(C(=O)NCCCN3CCOCC3)cc12
 : -8	1	-2	-4	-1.3	-6	-5	0	-5	4
COc1ccc(NC(=S)N2N=CCC2c2ccccc2)cc1 (configuration not stated)
 : -7	3	-3	3	-1.5	-3	-3	1	0	-1
O=C(Cc1ccccc1Cl)N/N=C/c1cccnc1
 : 3	0	-2	-8	0.1	2	3	1	-7	1
CCOc1ccc(N(CC(=O)Nc2ccccc2C)S(=O)(=O)c2c(C)[nH]c(=O)[nH]c2=O)cc1
 : -7	-3	8	12	-0.2	3	11	2	-16	4
COCCN(CC(=O)Nc1ccccc1C(F)(F)F)C(=O)c1ccc(-n2cccn2)cc1
 : 4	5	1	4	-2.2	-3	-7	-5	6	4
COc1ccc(NC(=O)Nc2ncccc2C)cc1
 : 2	4	-3	10	0.3	8	4	0	8	-1
CCc1ccc(NC(=O)Cn2cnc3c(=O)n(C)c(=O)n(C)c32)cc1
 : -2	3	-1	5	0.4	-2	-1	-5	11	-6
CS(=O)(=O)c1cccc(C(=O)OCC(=O)NCc2cccs2)c1
 : -11	2	6	-2	1.8	3	-1	2	0	-1
O=C1CCCN1CCCNCC(=O)N1c2ccccc2Sc2ccccc21
 : 1	10	-8	7	0.8	2	1	-2	12	0
CCOc1ccc(NC(=O)CN(C)CC(=O)Nc2ccccc2C#N)cc1OCC
 : 1	2	-5	7	-0.3	-4	10	1	-10	-4
Cc1ccc2nc(SCC(=O)Nc3cccnc3Cl)[nH]c2c1
 : -8	-12	4	-9	-1.7	-3	-11	7	-16	-5
O=S(=O)(Nc1ccc(C(O)(C(F)(F)F)C(F)(F)F)cc1)c1cccs1
 : -2	-28	.	-3	.	-6	.	1	9	.
CC1=C(C(=O)c2ccccc2)C(c2ccc(N3CCOCC3)cc2)NC(=O)N1 (configuration not stated)
 : 1	-6	1	9	-0.3	-4	7	-5	-2	1
O=C(CN1C(=O)/C(=C\C=C\c2ccccc2)SC1=S)Nc1ccc(F)cc1
 : 5	-11	13	-18	-0.5	3	-13	0	2	4
O=c1nc2ccccc2c(NS(=O)(=O)c2ccccc2)n1-c1ccccc1
 : 3	-2	2	-5	-0.9	-3	0	1	1	8
Cc1cccc(Oc2ncnc3onc(C)c23)c1C
 : -2	-2	1	3	-2.0	3	-3	-3	5	9
C#CCN(C[C@H]1[C@H](OC(=O)NCc2ccccc2)[C@H](OC(=O)NCc2ccccc2)C[C@H]2C(=O)N(c3ccccc3)C(=O)[C@@H]12)S(=O)(=O)c1ccc(C)cc1
 : 1	-7	20	-10	-0.4	-1	-24	-3	11	1
CSc1nc(O)c(C(c2ccccc2Cl)c2c(O)nc(SC)[nH]c2=O)c(=O)[nH]1
 : 1	0	0	0	-1.9	0	5	8	-1	-14
C=CCn1cc(C(=O)NCc2ccc(Cl)cc2)c(=O)c2cc(S(=O)(=O)N(CC)CC)ccc21
 : 0	16	2	-24	-4.5	3	-24	-2	9	8
Cc1ccc(N2CCN(c3ccc(C)cc3)C(CC(=O)O)C2=O)cc1 (configuration not stated)
 : -1	1	8	8	-0.7	-1	2	1	-4	-2
CCCn1c(CC)nc([N+](=O)[O-])c1Sc1ccc(C)cc1
 : 1	2	-1	0	-1.6	-1	2	0	-2	5
C/C(=C/CCC(C)[C@H]1CC[C@@]2(C)C3=C(CC[C@]12C)[C@@]1(C)CCC(=O)C(C)(C)[C@@H]1CC3)C(=O)O (some centres not stated)
 : -1	-5	13	2	0.1	4	-15	1	8	-4
COc1ccc(NC(=O)c2ccc(OCC3CCCO3)cc2)cc1OC (configuration not stated)
 : 0	2	-1	3	0.3	-1	2	1	7	-5
O=C(Cn1nc2sc3ccccc3n2c(=O)c1=O)c1cccs1
 : -5	3	1	-5	-0.3	4	.	-3	13	1
COc1ccc(N2Cc3ccccc3C2=NC(=O)c2cncc(Br)c2)cc1
 : 0	2	0	1	1.9	-5	-2	-2	4	4
O=C(CN(CCc1ccccc1)C(=O)CNS(=O)(=O)c1ccc(F)cc1)NCC1CCCO1 (configuration not stated)
 : 0	3	-1	0	0.0	6	3	-1	-2	1
COc1ccc(CCN2CC(C(=O)OCC(=O)NCc3ccccc3Cl)CC2=O)cc1OC (configuration not stated)
 : -3	4	1	5	-0.8	7	-2	10	2	2
C=CCN1C(=O)C(CC(=O)Nc2ccc(OCC)cc2)N(Cc2ccccn2)C1=S (configuration not stated)
 : -5	3	-4	7	-0.1	-3	3	4	8	-11
COCCNC(=S)N(Cc1cc2cc(C)ccc2n2nnnc12)C1CCCC1
 : 2	-3	0	-1	-1.1	54*	-1	-2	-4	-7
CNC(=O)c1ccccc1C1(O)c2ccccc2CCc2ccccc21
 : -3	-1	1	-3	0.3	-3	.	8	3	-1
CCCC(=O)Nc1c(-c2ccccc2OC)c(=O)c2ccccc2n1C
 : 1	4	-3	-2	1.6	3	5	1	-3	1
N#CCSc1ccccc1NC(=O)CN1C(=O)C(=O)N(Cc2ccccc2)C1=O
 : 2	2	2	4	0.1	-2	2	4	7	-8
COc1ccc(C2C(C#N)=C(N)Oc3cc(O)ccc32)cc1C (configuration not stated)
 : 1	1	3	2	-0.3	10	-1	3	6	9

Only part of the results is shown (hit frequency here may not be typical).
